Bioassay records (PubChem BioAssay)
Pol kappa inh – qHTS for Inhibitors of Polymerase Kappa; DNA polymerase kappa (Homo sapiens), Q9UBT6; purified Pol kappa, fluorescent DNA synthesis assay, 10 min; Potency, µM (highest dose often 107 µM), for the others: at the top dose activity, negative = inhibition, usual class: inhibitors; 400,000 tested, 0.53% active; AID 588579, 2011; further: potency means the concentration at half of the fitted maximal effect; on the % scale 0 is the no-effect control and ±100 the full control effect
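Activity was followed as the change in fluorescence between reads at 0 and 10 min after starting the reaction with 50 nM substrate. Beforehand, 10 nM polymerase had been preincubated with compound for 15 min at room temperature.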
POLB inh – qHTS Assay for Inhibitors of DNA Polymerase Beta; P06746; Pol beta primer extension/strand displacement, fluorescence kinetic; Potency, µM (highest dose often 114 µM), inactives show at the highest dose activity change, negative = inhibition, most hits filed as inhibitors; 340,000 tested, 1.3% active; further: potency means the concentration at half of the fitted maximal effect; on the % scale 0 is the no-effect control and ±100 the full control effect
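Preincubation: enzyme (10 nM) with compound, 15 min, RT. Reaction: substrate added to 50 nM final. Reads: 0 and 10 min. Analysis: normalized, Hill fit.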
APEX1 inh – qHTS Assay for Inhibitors of the Human Apurinic/apyrimidinic Endonuclease 1 (APE1); DNA repair nuclease/redox regulator APEX1 (Homo sapiens), P27695; recombinant APE1, TAMRA/BHQ-2 abasic DNA cleavage fluorescence; Potency, µM (top dose mostly 65.8 µM), for inactives: at the highest dose activity change, negative = inhibition, actives largely listed as inhibitors; 350,000 tested, 0.35% active; AID 2517, 2012;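 further: potency means the concentration at half of the fitted maximal effect; plate controls were vehicle for no effect and reference inhibitor for full effect; nearly all actives have a fitted effect of over 55% in size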
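Substrate: short duplex with […] THF abasic site, 5'-TAMRA and 3'-BHQ-2, 50 nM final. APE1 at 0.75 nM, preincubated 15 min RT with compound. Fluorescence increase from first to third read measured activity.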
ERG Ets-DNA blk – qHTS for Small Molecule Inhibitors of the ERG Ets/DNA interaction. Transcriptional regulator ERG (Homo sapiens), P11308. fluorescence polarization, His-ERG Ets domain / labelled DNA. Potency, µM (series often up to 76.9 µM), without a hit: at the highest dose FP activity, negative = inhibition, usual class: inhibitors. 370,000 tested, 0.028% active. AID 624246, 2012; active means well fitted inhibition curve with a large enough effect in the polarisation, with a control signal flat; inconclusive means small, poorly fitted or top-dose-only effect, or effect the other way, or a change in a side signal; inactive means no such curve, though single readings can be large or run the other way; the % refers to the polarisation;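 further: polarization taken with two DNA probes labelled with fluorescein and Texas red; potency means the concentration at half of the fitted maximal effect; % of control where 0% means no effect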
Target sequence (P11308 whole entry, looked up, the tested form may be a part): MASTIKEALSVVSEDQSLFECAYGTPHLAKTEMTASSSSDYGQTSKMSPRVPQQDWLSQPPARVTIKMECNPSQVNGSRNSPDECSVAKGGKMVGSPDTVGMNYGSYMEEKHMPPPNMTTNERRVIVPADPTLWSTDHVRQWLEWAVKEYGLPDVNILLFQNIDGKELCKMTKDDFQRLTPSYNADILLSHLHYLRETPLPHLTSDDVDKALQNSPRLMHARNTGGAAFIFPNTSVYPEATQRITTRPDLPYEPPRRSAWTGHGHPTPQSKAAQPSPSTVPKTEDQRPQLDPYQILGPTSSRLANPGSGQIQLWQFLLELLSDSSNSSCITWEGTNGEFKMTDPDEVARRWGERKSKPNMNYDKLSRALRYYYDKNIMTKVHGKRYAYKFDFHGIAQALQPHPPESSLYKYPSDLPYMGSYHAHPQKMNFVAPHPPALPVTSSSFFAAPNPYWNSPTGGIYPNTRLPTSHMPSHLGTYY
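His-tagged ERG Ets domain (1 uM in the protein solution; 300mM KCl, 50mM Tris-HCl, 1mM EDTA, 1mM DTT, pH 7.5) received compound, then a probe mix of 5 nM fluorescein-DNA and 100nM Texas-615-DNA. Fluorescence polarization was read for both dyes.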
BLM helicase inh – qHTS Assay for Inhibitors of Bloom's syndrome helicase (BLM) | 350,000 tested, 0.2% active | Potency, µM (top dose mostly 56.1 µM), for inactives: at the highest dose activity change, negative = inhibition, hits mostly inhibitors | RecQ-like DNA helicase BLM (Homo sapiens), P54132 | AID 2528, 2010 | recombinant BLM DNA unwinding, fluorescence dequenching;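 further: potency means the concentration at half of the fitted maximal effect; plate controls were vehicle for no effect and no enzyme for full effect; nearly all actives have a fitted effect of over 35% in size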
Pol iota inh – qHTS for Inhibitors of Polymerase Iota; DNA polymerase iota (Homo sapiens), Q9UNA4; Pol iota fluorescent replication assay, 10 min; Potency, µM (titrated, usually from 115 µM), for the others: top-dose activity, negative = inhibition, most hits filed as inhibitors; 390,000 tested, 1% active; AID 588590, 2011; further: potency means the concentration at half of the fitted maximal effect
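Fluorescent replication assay read twice, at 0 min and 10 min after adding 50 nM (final) substrate. Enzyme (10 nM) and compounds were first incubated 15 min at room temperature; enzyme-free buffer wells were negative controls.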
TRHR agonist – qHTS for Small Molecule Agonists and Allosteric Enhancers of Human TRH Receptor: Primary Screen for Agonists; Thyrotropin-releasing hormone receptor (Homo sapiens), P34981; TRHR cells, calcium flux fluo-8, FDSS agonist mode; activation, % at 2 µM; 360,000 tested, 0.18% active; in the data active means activation above about 30%; further: 0% is about no effect
Target sequence (P34981 whole entry, looked up): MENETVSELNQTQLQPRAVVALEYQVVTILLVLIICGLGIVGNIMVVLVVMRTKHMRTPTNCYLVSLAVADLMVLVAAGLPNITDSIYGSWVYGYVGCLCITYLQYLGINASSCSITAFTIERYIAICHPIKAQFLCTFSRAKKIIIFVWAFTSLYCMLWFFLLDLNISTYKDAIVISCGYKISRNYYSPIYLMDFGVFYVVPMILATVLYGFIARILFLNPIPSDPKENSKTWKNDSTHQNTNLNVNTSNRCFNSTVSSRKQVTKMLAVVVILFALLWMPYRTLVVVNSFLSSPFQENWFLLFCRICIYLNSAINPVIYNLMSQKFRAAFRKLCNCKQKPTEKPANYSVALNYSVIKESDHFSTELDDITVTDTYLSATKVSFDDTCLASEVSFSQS
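Read-out: compound-evoked intracellular calcium rise in TRHR cells, fluo-8 dye, kinetic FDSS fluorescence at 1 s/cycle following a 10-cycle baseline. Cells cultured overnight before dye loading (30 min–1.5 h, RT).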
ALOX12 inh – Primary qHTS assay for inhibitors of human arachidonate 12S-lipoxygenase (ALOX12): Round 2 | Potency, µM (highest dose often 108 µM), for inactives: at the highest dose activity change, negative = inhibition, usual class: inhibitors | 580,000 tested, 1.1% active | Polyunsaturated fatty acid lipoxygenase ALOX12 (Homo sapiens), P18054 | purified 12hLO, xylenol orange hydroperoxide absorbance; further: potency means the concentration at half of the fitted maximal effect; on the % scale 0 is the no-effect control and ±100 the full control effect
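Purified human 12hLO at 150 nM in 25 mM Hepes, 0.01% Triton X-100, pH 7.0, preincubated 15 min at room temperature with compound. Reaction started with 40 uM arachidonic acid, 30 min at room temperature. Hydroperoxide measured by Fe-xylenol orange, 573/405 nm absorbance ratio.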
Anesthetic bind – qHTS Assay for Identification of Novel General Anesthetics | Potency, µM (doses to about 77.5 µM), inactives show at the top dose activity change, negative = displacement, hits mostly inhibitors | 350,000 tested, 0.074% active | Ferritin light chain (Equus caballus), P02791 | apoferritin/1-aminoanthracene competitive binding, fluorescence; further: potency means the concentration at half of the fitted maximal effect; on the % scale 0 is the no-effect control and ±100 the full control effect; nearly all actives have a fitted effect of over 20% in size
Target sequence (P02791 2-175 limits assumed): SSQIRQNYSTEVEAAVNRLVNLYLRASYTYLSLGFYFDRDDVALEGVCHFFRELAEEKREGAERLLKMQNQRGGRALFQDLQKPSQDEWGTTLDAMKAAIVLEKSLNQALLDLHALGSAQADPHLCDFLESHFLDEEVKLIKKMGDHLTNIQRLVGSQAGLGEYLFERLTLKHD
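Probe: 1-aminoanthracene (50% saturated, PBS). Protein: horse-spleen apoferritin, 10 uM. Incubation: 10 min, room temperature. Detection: 380 nm excitation, 535 nm emission. Analysis: normalized response, four-parameter Hill.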
Starred values were filed as active, the others as inactive; u = inconclusive; x = not tested or not shown; & = joins results of further samples; [ ] = remark or other dose. Unless noted, the call rests on the fitted dose curve; in most records, active means well fitted curve in the direction sought with a large enough effect; inconclusive means small, poorly fitted or top-dose-only effect, or another doubt; inactive means no such curve, though single readings can be large; an effect the other way counts as inactive or inconclusive.

Molecule	Pol kappa inh	POLB inh	APEX1 inh	ERG Ets-DNA blk	BLM helicase inh	Pol iota inh	TRHR agonist	ALOX12 inh	Anesthetic bind
Cc1ccc(C(=O)OC2CCCN(C)C2)cc1 (stereo not drawn)	-4%	10%	1%	-3%	-9%	37%[activator]	-0.2	u	-5%
C=CCOC(=O)C1=C(C)NC(=O)NC1c1ccc2c(c1)OCO2 (stereo not drawn)	-9%	17%	23%	5%	-4%	13%	-0.4	-9%	-3%
CN([C@@H](C(=O)OC(C)(C)C)c1ccccc1)S(=O)(=O)c1cccc(S(=O)(=O)N(C)[C@@H](C(=O)OC(C)(C)C)c2ccccc2)c1	-7%	-2%	5%	-5%	-4%	27%	0.3	0%	8%
COc1ccc(CN2CCNC(=O)C2CC(=O)N(C)CCC2CCOCC2)c(OC)c1 (stereo not drawn)	4%	13%	32%	-3%	1%	4%	0.2	-8%	-7%
CC1(C)NC(=O)N(CC(=O)OCC(=O)NC(=O)c2ccccc2)C1=O	-1%	x	11%	5%	x	34%[activator]	0.2	-12%	x
CCN1CCCC1CNC(=O)Cn1nc(C)n2c(cc3cc(C)ccc32)c1=O (stereo not drawn)	0%	25%	41%	2%	5%	16%	0.3	-10%	-1%
Nc1cccc(-c2nc3ccc(C(=O)c4ccccc4)cc3[nH]2)c1	-22%	-20%	2%	-11%	-6%	12%	0.8	u	-20%
O=C(CSc1ccccc1)Nc1ccncc1	11%	5%	-3%	-3%	-1%	-13%	-0.2	2%	-17%

Compound profiles, as listed above. Order of values: Pol kappa inh, POLB inh, APEX1 inh, ERG Ets-DNA blk, BLM helicase inh, Pol iota inh, TRHR agonist, ALOX12 inh, Anesthetic bind
CCN1CCCC1CNC(=O)Cn1nc(C)n2c(cc3cc(C)ccc32)c1=O (stereo not drawn) is listed with 0%, 25%, 41%, 2%, 5%, 16%, 0.3, -10%, -1%
CC1(C)NC(=O)N(CC(=O)OCC(=O)NC(=O)c2ccccc2)C1=O is listed with -1%, x, 11%, 5%, x, 34%[activator], 0.2, -12%, x

Further results:
Molecule	Pol kappa inh	POLB inh	APEX1 inh	ERG Ets-DNA blk	BLM helicase inh	Pol iota inh	TRHR agonist	ALOX12 inh	Anesthetic bind
CC(=O)OCCNC(=O)c1cc2ccccc2oc1=O	-9%	10%	7%	5%	-3%	11%	0.7	-26%&14%	-1%
C[C@@H](C(=O)NCC1CC1)[C@H]1C[C@]1(C)[C@H](NC(=O)OCc1ccccc1)c1ccccc1	-25%	7%	-4%&-6%	-10%	2%&-2%	38%[activator]	0.0	-1%	10%&-9%
COc1ccc(/C=N/OCC(=O)NC(c2ccccc2)c2ccccc2)c(OC)c1	-12%	12%	-9%	-2%	-14%	-19%	1.0	-17%	-8%
CCC(C(=O)OCC(=O)Nc1cc(Cl)ccc1Cl)c1ccccc1 (stereo not drawn)	-12%	4%	3%	-3%	-10%	22%	1.6	-16%	1%
Cc1ccc(C)c(NC(=S)NC(C)C(c2ccccc2)N2CCN(C)CC2)c1 (stereo not drawn)	2%	-1%	-3%	11%	-5%	161%[activator]	1.4	-1%	-10%
O=C(c1ccccc1F)N(Cc1ccc(F)cc1)C1CCS(=O)(=O)C1 (stereo not drawn)	-2%	14%	1%	-2%	1%	11%	-0.7	338%[activator]	-9%
CCCCN(CC)CCNC(=O)C1CCCN(c2ncnc3onc(C)c23)C1 (stereo not drawn)	4%	14%	x	-6%	3%	11%	1.0	2%	-14%
O=C(NCc1ccc2c(c1)OCO2)C1CCC(CNc2c(N3CCCCC3)c(=O)c2=O)CC1 (stereo not drawn)	4%	0%	-4%	2%	-1%	-3%	0.3	-7%	-3%
COc1ccccc1NS(=O)(=O)c1ccc2ccccc2c1	5%	-8%	2%	4%	-3%	17%	0.7	10%	-8%
O=C(c1cc2c(=O)n3ccccc3nc2s1)N1CCN(c2cccc(Cl)c2)CC1	2%	-23%	-14%	7%	-6%	-20%	-0.6	5%	-2%
O=C(COC(=O)c1cccc([N+](=O)[O-])c1)NCc1cccs1	-16%	0%	-5%	6%	-4%	10%	-0.2	-11%	-12%
O=C(NCc1cccs1)C1CCN(S(=O)(=O)c2ccccc2F)CC1	-9%	0%	-3%	12%	-5%	9%	0.1	0%	-1%
Cc1ccc(NC(=O)c2ccc(-n3c(C)nnc3C)cc2)cc1F	-9%[60.1 µM]	-7%	x	4%	5%	-7%	0.8	-11%	60%[activator]
O=C(NCCc1ccc([N+](=O)[O-])cc1)c1ccccc1	-2%	5%	1%	-3%	0%	23%	-1.9	0%	3%
COc1ccc(C(=O)NN)cc1COc1ccc(Br)cc1	-8%	-3%	-2%	-1%	-2%	33%[activator]	-0.7	23%	-19%
CCOc1ccccc1N1CC(C(=O)N(CC)CC(=O)Nc2ccc3c(c2)OCCO3)CC1=O (stereo not drawn)	-21%	x	-11%	-2%	x	13%	0.4	-2%	x
C#Cc1ccc([C@@H]2C=C(C(=O)NCc3ccccc3)O[C@H](OCC)[C@H]2CCCO)cc1	-3%	-7%	0%	5%	-8%	4%	1.0	7%	-20%
COc1ccccc1N1CCN(C(=O)c2cc(-c3ccc(F)cc3)[nH]c2C)CC1	0%	-1%	19%	-5%	-7%	5%	5.4	-10%	-22%
O=C(Nc1ccccc1)c1nc[nH]c1C(=O)NCc1ccccc1	-6%	x	11%	20%	x	46%[activator]	0.3	2%	x
CN1CC(=O)N/C1=N/C(=O)Nc1cccc(Cl)c1	8%[60.1 µM]	x	-1%	x	-1%	x	x	-2%[22.9 µM]	3%
CC(=O)c1ccc(N2C(=NC(=O)C3CCCCC3)SC3CS(=O)(=O)CC32)cc1 (stereo not drawn)	0%	95%	23%	10%	-2%	14%	0.1	-14%	-18%
Cc1c(NC(=O)CSCc2ccc(Cl)cc2Cl)cccc1C(=O)O	4%	36%	22%	-7%	-1%	80%[activator]	1.8	-6%	-6%
O=C1C(C=NCc2cccnc2)=C(O)c2ccccc21	-6%	-3%	16%	10%	-1%	15%	0.1	8%	-7%
COCCNC(=O)Nc1ccc2c(c1)N(C)C(=O)c1ccccc1S2	-3%	-7%	2%	6%	-10%	103%[activator]	-0.3	3%	-7%
O=S1(=O)CCN2N=C(C3CC3)SC2=N1	-1%	40%	0%	-3%	0%	95%[activator]	0.9	-4%	0%
Cc1ccc(-c2c(C)n3c4c(=O)n(C)c(=O)n(C)c4nc3n2-c2cccc(O)c2)cc1	-12%	-15%	x	-1%	-6%	3%	-0.5	u	-5%
CC(Oc1ccccc1)C(=O)Nc1c2c(nn1-c1ccccc1)CS(=O)C2 (stereo not drawn)	-22%	11%	6%	-3%	-8%	8%	0.9	0%	1%
Cc1cccc(N=C2Sc3nc4c(C)c(C)ccc4cc3CN2CCN2CCOCC2)c1	0%	-8%	-3%	8%	1%	2%	-0.5	u	u
CCOC(=O)C1CCN(C(=O)C(C)Sc2ccc(Cl)cc2)CC1 (stereo not drawn)	-12%	5%	0%	-1%	-2%	10%	-0.5	-20%	-5%
CC(=O)Nc1ccc(C(=O)n2nc(C)cc2C)cc1	-3%	5%	1%	1%	-3%	-3%	-0.3	20%	-11%
Cc1ccccc1/C=N/N=C1/NC(=O)CCS1	-3%	-1%	-1%	-1%	-2%	75%[activator]	-0.1	0%	-17%
Cc1cc(=O)oc2c(C)c3occc3cc12	1%	1%	-17%	8%	-6%	-11%	0.2	-26%	-9%
O=C(O)c1ccc(CSc2nc3ccccc3[nH]2)cc1	13%	41%	-1%	8%	1%	11%	0.1	0%	-2%
O=C(CSc1nnnn1-c1ccccc1Cl)Nc1ccc2c(c1)OCCO2	-14%	u	-1%	-6%	-11%	-10%	0.5	386%[activator]	0%
Cc1cc(S(=O)(=O)NCC2CCCO2)c(C)cc1Br (stereo not drawn)	2%	1%	-11%	6%	0%	0%	-0.2	0%	-15%
O=C(COc1ccc(S(=O)(=O)NC2CCCCC2)cc1)N1CCN(c2cccc(Cl)c2)CC1	-15%	-11%	2%	-1%	-10%	-13%[58.9 µM]	-0.2	11%	14%
CCOC(=O)C1CCN(C(=O)CN(c2ccc(OC)c(OC)c2)S(=O)(=O)c2ccccc2)CC1	1%	20%	-9%	-5%	-2%	11%	-0.6	0%	-8%
Cc1ccc(CNCc2ccccc2Cl)s1	-4%	22%	x	0%	-1%	-19%	-1.6	-28%	-4%
CCNC(=O)Cn1cc(C(F)(F)F)cc(Cl)c1=O	10%	3%	u	3%	-4%	-3%	0.9	-3%	-7%

The list is partial. The share of hits here may be higher or lower than overall.
